NOD2-RIPK2 inh – NOD2-RIPK2 protein interaction inhibition | CHO BLA complementation NOD2-RIPK2, CCF4 ratio | 360,000 tested, 0.38% active | inhibition, % at 4.98 µM | O43353; in the data active = inhibition above about 21%;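 note: 0% = vehicle only and 100% = reference blocker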
SRC2 inh – inhibits human steroid receptor coactivator 2; Q15596; inhibition, % at 9 µM; 370,000 tested, 0.17% active; HEK293 GAL4-SRC2 luciferase reporter, luminescence;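 active = inhibition above the mean inhibition of all tested compounds plus 3 SD, set per campaign, cut at about 52% in these data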;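 note: 0% = DMSO treated cells and 100% = cells given Gossypol at 36 µM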
MC4R ag barr – agonists of human melanocortin 4 receptor (MC4R) beta-arrestin; P32245; U2OS MC4R beta-arrestin complementation, luminescence; percent of melanotan II response, DMSO zero; activation, % at 8.9 µM; 360,000 tested, 0.98% active; AID 540308;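 active = activation above a per-plate cutoff, the mean activation of sample wells on that plate plus 3 SD, cut at about 8% in these data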
Glyco luc inh – blocks N-linked glycosylation in D54 reporter cells; D54 ERlucT glycosylation luciferase reporter, 24 h; percent of 100 nM tunicamycin response; reporter increase, % at 12.5 µM; 360,000 tested, 0.23% active;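 active = mean luciferase reporter signal, scaled so untreated is 0 and the glycosylation-blocking control 100, at or above a set limit in every replicate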;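 note: luciferase carries N-glycosylation sites so blocking glycosylation raises the light; 0% = median of neutral control wells and 100% = median of 100 nM tunicamycin wells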
MC4R antag cAMP – human MC4R antagonism in cAMP assay | MC4R-expressing cells, MTII-stimulated cAMP, LANCE TR-FRET | inhibition, % at 6.5 µM | P32245 | 360,000 tested, 0.48% active;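 active = inhibition above its plate's cutoff, the mean of tested wells on that plate plus 3 SD, cut at about 29% in these data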;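 note: 0% = Melanotan II alone and 100% = Melanotan II plus saturating MCL0020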
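System – human MC4R-expressing U2OS cells · Also added – Melanotan II · Dosing – one concentration, 6.5 µM nominal · Timing – 30-min compound, 1-h challenge, 1-h detection, room temperature · Measured by – Eu-cAMP/anti-cAMP TR-FRET, emission 671 nm · Replicates – singlicate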
ABCB6 inh MLPCN – blocks the human ABCB6 transporter; 360,000 tested, 0.19% active; fluorescence ratio to DMSO, % at 10 µM; K562-ABCB6 porphyrin accumulation, flow cytometry, 1 h; hits give low values; Q9NP58; AID 602162;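 active = fluorescence ratio to DMSO below 75%, the collection mean minus 3 SD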;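 note: signal is porphyrin accumulated inside mitochondria; 100% equals median channel fluorescence of DMSO control wells; lower ratio means ABCB6 inhibition with less porphyrin fluorescence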
TLR9-MyD88 inh – inhibitors of human TLR9-MyD88 binding; Q9NR96+Q99836; CHO BLA complementation TLR9-MyD88, CCF4 FRET ratio; inhibition, % at 4.98 µM; 340,000 tested, 0.21% active; AID 504734;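 active = inhibition above the mean over all tested compounds plus 3 SD, cut at about 21% in these data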;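 note: 0% = DMSO only wells and 100% = clavulanate BLA inhibitor control wells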
Target sequence (Q99836 whole entry, looked up): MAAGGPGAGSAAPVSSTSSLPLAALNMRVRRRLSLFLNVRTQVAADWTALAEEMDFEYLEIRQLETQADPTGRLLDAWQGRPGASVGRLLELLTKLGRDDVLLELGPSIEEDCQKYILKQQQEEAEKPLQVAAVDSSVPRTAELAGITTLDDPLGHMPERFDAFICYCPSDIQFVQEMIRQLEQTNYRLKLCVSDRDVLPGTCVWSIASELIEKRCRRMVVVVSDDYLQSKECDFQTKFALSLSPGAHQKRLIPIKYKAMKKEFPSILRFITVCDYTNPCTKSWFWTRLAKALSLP
Target sequence (Q9NR96 whole entry, looked up): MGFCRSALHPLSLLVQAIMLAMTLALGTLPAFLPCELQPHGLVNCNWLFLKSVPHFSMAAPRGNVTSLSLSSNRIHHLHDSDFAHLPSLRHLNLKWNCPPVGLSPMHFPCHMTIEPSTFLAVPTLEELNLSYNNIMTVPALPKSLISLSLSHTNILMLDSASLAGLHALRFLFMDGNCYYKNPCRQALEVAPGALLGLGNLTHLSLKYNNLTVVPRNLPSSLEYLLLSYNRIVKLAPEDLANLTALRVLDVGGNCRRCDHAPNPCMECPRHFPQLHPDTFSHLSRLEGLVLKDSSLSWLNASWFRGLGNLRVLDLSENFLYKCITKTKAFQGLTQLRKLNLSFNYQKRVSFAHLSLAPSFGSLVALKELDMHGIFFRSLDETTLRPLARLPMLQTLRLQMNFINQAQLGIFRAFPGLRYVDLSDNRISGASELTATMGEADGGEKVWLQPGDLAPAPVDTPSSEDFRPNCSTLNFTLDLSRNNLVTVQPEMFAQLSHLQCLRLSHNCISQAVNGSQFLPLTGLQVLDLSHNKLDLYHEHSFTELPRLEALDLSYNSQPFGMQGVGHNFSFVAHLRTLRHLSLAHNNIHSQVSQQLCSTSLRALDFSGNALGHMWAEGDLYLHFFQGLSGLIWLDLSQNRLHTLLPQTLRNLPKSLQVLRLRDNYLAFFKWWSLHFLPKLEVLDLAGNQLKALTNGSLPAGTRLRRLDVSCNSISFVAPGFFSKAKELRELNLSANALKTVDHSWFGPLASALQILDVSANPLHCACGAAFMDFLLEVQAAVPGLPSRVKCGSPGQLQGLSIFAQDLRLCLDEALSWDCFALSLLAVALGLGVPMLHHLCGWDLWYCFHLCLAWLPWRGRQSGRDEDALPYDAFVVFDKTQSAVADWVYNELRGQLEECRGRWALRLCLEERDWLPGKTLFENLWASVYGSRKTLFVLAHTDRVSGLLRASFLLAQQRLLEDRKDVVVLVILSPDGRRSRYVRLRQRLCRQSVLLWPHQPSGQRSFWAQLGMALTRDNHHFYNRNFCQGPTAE
Cardio protect – protects H9c2 cardiomyocytes from peroxide injury. AID 588492. H2O2 injury protection, ATPLite, 2 h. 360,000 tested, 0.63% active. protection from H2O2 cell death, % at 20 µM;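 active = compounds giving at least 50% protection of heart cells from peroxide-induced death in the single-dose screen, raw or plate-pattern-corrected value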;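 note: 0% = DMSO wells with peroxide and 100% = DMSO wells without peroxide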
HTR2A ag – mouse HTR2A agonism via beta-arrestin recruitment; P35363; CHO-K1 mHTR2A beta-arrestin complementation, luminescence; percent of 30 µM serotonin response; activation, % at 7.6 µM; 360,000 tested, 0.66% active;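 active = activation above a run cutoff, the mean activation of all tested compounds plus 3 SD, cut at about 14% in these data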;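 note: 0% = plate median of compound wells and 100% = 30 µM serotonin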
ABHD5-PLIN5 inh – ABHD5-PLIN5 protein interaction inhibition. Q00G26+Q8WTS1. Split G. princeps luciferase complementation, luminescence, 4 h. inhibition, % at 4 µM. 360,000 tested, 0.78% active. AID 602281;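 active = inhibition above the mean inhibition across every tested compound plus 3 SD, cut at about 22% in these data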;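 note: 0% = DMSO only wells and the 100% control is not disclosed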
Starred values were filed as active, the others as inactive; · = no result given.

SMILES	ABHD5-PLIN5 inh	MC4R ag barr	Cardio protect	HTR2A ag	MC4R antag cAMP	Glyco luc inh	ABCB6 inh MLPCN	TLR9-MyD88 inh	NOD2-RIPK2 inh	SRC2 inh
O=C(c1ccc(NS(=O)(=O)c2cccc3cccnc23)cc1)N1CCOCC1	-6	2.5	-1	3	1	0	98	5	-14	-13
CC(C)c1ccc(C2C(C#N)=C(N)Oc3c2oc(CO)cc3=O)cc1 (centres undefined)	4	1.8	-1	7	6	2	77	-2	2	11
O=C(NCCc1ccc(Cl)cc1Cl)C1=CC=CN2CCS(=O)(=O)N=C12	-1	-1.1	5	3	10	1	92	-9	5	22
COCCN1C(=O)C(O)=C(C(=O)c2cccs2)C1c1ccccc1 (centres undefined)	-5	1.3	0	2	4	1	92	0	2	17
Cc1ccc(CSCCNC(=O)CCSc2ccccc2)cc1	-2	-0.8	1	-10	4	0	102	-6	0	-19
CCN1CCCC1CNC(=O)c1cn(C)c2ccc(S(=O)(=O)N3CCCCCC3)cc2c1=O (centres undefined)	6	-1.0	-14	2	2	1	111	-6	-3	-6
Cc1cccc(NS(=O)(=O)c2cc(C(=O)NCc3ccccn3)ccc2C)c1	-4	-3.0	8	2	-3	-3	95	7	-10	9
CC1(C(=O)Nc2ccc3ccccc3c2)CC1(Br)Br (centres undefined)	-5	-0.9	-2	0	-1	2	99	-14	-11	-3
O=C(CCN1C(=O)COc2ccccc21)NCc1cccnc1	4	-1.1	-2	0	7	3	103	5	-5	12
C=CCNC(=O)c1oc2ccc(S(=O)(=O)N3CCCCC3)cc2c1C	-14	-2.4	-3	-11	3	-4	78	-5	2	4

3 entries already listed, ordered by number of heavy atoms, highest first.
SMILES	ABHD5-PLIN5 inh	MC4R ag barr	Cardio protect	HTR2A ag	MC4R antag cAMP	Glyco luc inh	ABCB6 inh MLPCN	TLR9-MyD88 inh	NOD2-RIPK2 inh	SRC2 inh
CCN1CCCC1CNC(=O)c1cn(C)c2ccc(S(=O)(=O)N3CCCCCC3)cc2c1=O (centres undefined)	6	-1.0	-14	2	2	1	111	-6	-3	-6
Cc1cccc(NS(=O)(=O)c2cc(C(=O)NCc3ccccn3)ccc2C)c1	-4	-3.0	8	2	-3	-3	95	7	-10	9
CC(C)c1ccc(C2C(C#N)=C(N)Oc3c2oc(CO)cc3=O)cc1 (centres undefined)	4	1.8	-1	7	6	2	77	-2	2	11

Continuation:
SMILES	ABHD5-PLIN5 inh	MC4R ag barr	Cardio protect	HTR2A ag	MC4R antag cAMP	Glyco luc inh	ABCB6 inh MLPCN	TLR9-MyD88 inh	NOD2-RIPK2 inh	SRC2 inh
O=C(Nc1cccc(-n2cnnn2)c1)c1ccncc1	-6	-0.2	-4	-1	-2	1	99	9	1	-17
O=C(N/N=C/C=C/c1ccccc1)c1cccs1	-4	-4.4	6	-4	-4	2	94	3	-2	-11
Cc1ccc2nc(-c3ccc(Br)cc3)cc(C(=O)NCC3CCCO3)c2c1 (centres undefined)	0	-0.6	-8	1	5	0	109	-1	-10	-16
C/C(CCc1ccccc1)=N\NC(=O)c1ccccc1	0	-0.2	-1	-3	12	-1	104	-6	6	-51
CCc1cccc(NC(=O)CCNS(=O)(=O)c2cccc3nonc23)c1	-8	-3.6	3	-1	-4	0	95	3	0	9
CCCCn1c(N)c(N(CCC(C)C)C(=O)c2ccc3c(c2)OCCO3)c(=O)[nH]c1=O	-3	-4.2	4	0	8	2	99	-2	-1	8
CC1(C(=O)NS(=O)(=O)c2cccc(Cl)c2)CCN1C(=O)CCc1ccccc1 (centres undefined)	-3	-1.1	-7	1	3	-1	97	·	-3	-6
CCC(=O)/C=C1\Sc2ccc(OC)cc2N1CCO	-1	1.7	-2	-2	6	0	101	2	-4	-3
O=C(Oc1cccc2ccccc12)c1ccco1	6	-2.4	-1	-4	-11	0	98	6	0	-8
C[C@]12c3[nH]c4ccccc4c3CCN1C(=O)C(CC(=O)NCC13CC4CC(CC(C4)C1)C3)C[C@@H]2C(=O)N1CCOCC1 (some centres undefined)	1	-1.4	-1	4	9	2	96	10	9	10
COc1ccc(C/C(N)=N/OC(=O)c2ccco2)cc1OC	0	-2.3	-6	-5	-4	0	83	1	-10	-10
C[C@H](CO)N1C[C@H](C)[C@@H](CN(C)S(C)(=O)=O)Oc2c(NC(=O)C3CC3)cccc2C1=O	-8	-2.6	-4	-1	6	3	101	2	2	-17
COc1cc2c(cc1NC(=O)COC(=O)C(CCSC)NC(=O)c1ccccc1Cl)oc1ccccc12 (centres undefined)	-1	0.9	6	-3	24	1	103	-3	-2	6
COc1ccc(S(=O)(=O)NC(=O)C2(C)CCN2C(=O)C2(c3ccccc3)CC2)cc1 (centres undefined)	-1	0.2	5	-1	5	1	96	·	-3	-37
Cc1nnc(SCC(=O)N/N=C/c2cn(-c3ccccc3)nc2-c2ccc(F)cc2)n1-c1ccccc1	12	0.0	17	-2	2	-1	96	-7	-10	-23
COCCN(C(=O)COC(=O)c1ccc2ccccc2c1)c1c(N)n(Cc2ccccc2)c(=O)[nH]c1=O	-3	-0.8	7	-4	8	1	99	6	-8	7
O=C(COC(=O)CCc1nc2ccccc2c(=O)[nH]1)Nc1c(Cl)cccc1C(F)(F)F	2	-2.8	52*	2	15	0	102	-8	4	-27
O=C(Cn1cnc2cc([N+](=O)[O-])ccc2c1=O)NC(=O)NCc1ccccc1	-3	-2.1	1	2	1	2	95	2	-1	5
COc1ccc(CN2C(=O)C(CC(=O)NCCc3ccccn3)CC(C(=O)N3CCOCC3)=C2C)cc1 (centres undefined)	5	·	5	-1	·	1	97	·	-15	5
Cc1ccc(CCNC(=O)C2CCC(=O)N2Cc2ccc(F)cc2)cc1 (centres undefined)	-2	-0.7	1	-6	16	1	97	1	-10	-12
c1ccc(COc2ccc(OCCCn3cncn3)cc2)cc1	-1	0.3	-12	-1	21	-7	95	-1	-9	-51
c1ccc2sc(NC3=NCN(Cc4ccc5c(c4)OCO5)CN3)nc2c1	1	-1.0	-2	-3	-2	0	90	3	2	-12
CCCCn1c(N)c(N(CC(C)C)C(=O)Cc2ccc(S(=O)(=O)N3CCOCC3)s2)c(=O)[nH]c1=O	2	-2.5	2	2	7	1	127	-2	7	-41
CC(=O)Nc1cncc(-c2ccccc2C(C)=O)n1	10	0.0	13	6	8	0	96	·	0	-26
C[C@@H]1CN([C@@H](C)CO)S(=O)(=O)c2ccc(Br)cc2O[C@@H]1CN(C)Cc1ccccn1	-4	-0.1	-1	1	0	0	100	0	-10	-12
COCCNC(=O)CN(Cc1ccc2c(c1)OCO2)C(=O)CCC(=O)Nc1nccs1	8	-1.5	3	5	7	0	95	-6	-6	20
CN(CC(=O)Nc1ccc(N2CCOCC2)cc1)C(=O)CSc1ccc(F)cc1	7	-3.0	-3	6	3	2	100	0	-15	1
CC(C)c1ccccc1NC(=O)c1cnccn1	6	-1.6	2	-3	2	0	96	-1	8	-5
O=C(Nc1ncccn1)c1ccc(C(F)(F)F)cc1	-11	-1.0	-6	3	13	1	85	-3	0	-11
O=C(/C=C/c1ccc(Cl)cc1)N1CCN(c2ccc(Cl)cc2[N+](=O)[O-])CC1	4	-0.5	6	3	2	-1	99	-3	0	-4
COc1ccccc1N1CCN(c2ncnc3c2oc2ccccc23)CC1	0	-1.6	3	0	-12	15	103	4	7	-4
Nc1cc2c(cc1C(=O)c1ccccc1F)OCCO2	1	0.0	13	-3	6	-2	107	-5	-9	-16
COc1ccc(C(=O)N2CCOC2CNC(=O)C(=O)NCc2ccc(F)cc2)cc1 (centres undefined)	1	-3.2	0	-2	14	6	93	2	-18	13
Cc1ccc(F)cc1C(=O)N1CCCC(c2cc(C(=O)NCc3ccc(F)cc3)no2)C1 (centres undefined)	-9	-0.3	-11	3	7	-4	89	·	-10	6
CC(NC(=S)Nc1ccc(F)cc1)C(c1cccs1)N1CCOCC1 (centres undefined)	4	0.5	-6	9	9	-1	99	-4	5	-6
Cc1ccc(NC(=O)CSc2nc(N)c3c4c(sc3n2)CSC(C)(C)C4)cc1	-1	5.5	-13	8	21	-1	99	2	4	8
N#CC(C#N)=c1ccc2c(c1)N1C3=C(CCCC3)CC3CCCCC31N=2 (centres undefined)	-10	-1.9	28	-6	-2	2	130	1	0	2
CCOC(=O)c1nnc(-c2ccccc2)nc1NCc1ccccc1	-5	-1.8	10	2	5	0	99	-5	0	14
O=C(CCn1c(=O)[nH]c2ccsc2c1=O)NCCc1ccc(Cl)cc1	5	-1.0	23	5	11	1	95	0	3	-12
COc1ccc(C(C)(O)c2nc(-c3cnc4ccccc4c3)cs2)cc1 (centres undefined)	-2	0.4	-7	-8	0	3	93	·	0	13
C[C@H](NC(=O)c1ccccc1Cl)C(=O)OC(C(=O)Nc1cc(C(F)(F)F)ccc1Cl)c1ccccc1 (some centres undefined)	-8	0.7	-5	-8	5	-6	110	2	-14	-31
O=C(NCc1ccco1)C(c1ccc(F)cc1)N(CC1CCCO1)C(=O)Cn1nnc2ccccc21 (centres undefined)	4	-0.9	6	-1	-2	2	98	-15	4	-8
CC(=O)Nc1ccc(OC(=O)Cc2ccc(Cl)cc2)cc1	5	0.2	-6	-6	14	3	100	-3	-13	2
CC(C)(C)C(=O)NC(NC(=S)Nc1sc2c(c1C#N)CCCC2)C(Cl)(Cl)Cl (centres undefined)	-16	0.9	-15	-4	18	1	103	-18	-9	12
COCCCNC(=O)Cn1c(=O)n(CCCCCC(=O)NCc2ccc3c(c2)OCO3)c(=O)c2sccc21	-1	-0.9	2	0	8	0	94	-1	-4	-19
CCN(CC(=O)N1CCC(C(N)=O)CC1)S(=O)(=O)c1ccc(Cl)cc1	2	-1.0	-1	-9	15	2	106	-19	-2	8
NC(=O)c1ccc(-c2ccc(Br)cc2)o1	12	-2.5	-6	0	6	5	98	-1	-1	-24
CCCCC1CC1C(=O)Nc1ccc(OC)c(OC)c1 (centres undefined)	9	0.5	1	-2	8	1	84	-5	-6	-14
O=C(CN1C(=O)CSC1=O)N1CCc2ccccc2C1	3	0.3	0	5	-2	1	93	5	-8	2
Cc1cc(C(=O)N2CCCC(C(=O)c3cccc(C(F)(F)F)c3)C2)n[nH]1 (centres undefined)	5	-1.2	0	-2	5	-1	98	7	-16	6

(list continues)
SMILES	ABHD5-PLIN5 inh	MC4R ag barr	Cardio protect	HTR2A ag	MC4R antag cAMP	Glyco luc inh	ABCB6 inh MLPCN	TLR9-MyD88 inh	NOD2-RIPK2 inh	SRC2 inh
COC(=O)c1cccc(CN2C(=O)SC(Nc3ccc(C)cc3)C2=O)c1 (centres undefined)	-5	0.0	0	-5	3	0	99	4	-2	-23
Nc1c(NCCC2=CCCCC2)c(=O)[nH]c(=O)n1Cc1ccccc1	2	-1.8	-6	-6	3	-4	93	-5	2	-11
CC(C)CC(=O)Nc1ccc(C(=O)NNC(=S)NC(=O)C2CCCCC2)cc1	-2	-2.4	28	-2	-3	-6	96	-20	-10	12
Cn1nccc1C(=O)Oc1ccc(/C=N/NC(=O)c2ccccc2O)cc1	-4	0.5	-2	5	23	2	102	0	-8	-41
Cc1cc(-c2nnc(SCC(=O)c3ccc4c(c3)OCCO4)o2)no1	3	-2.9	1	2	-6	1	93	-16	-7	-10

This is a subset (hit frequency here may not be typical).
